GAA glycogen – inhibitors or activators of human alpha-glucosidase glycogen cleavage; recombinant GAA, glycogen substrate, Amplex Red glucose oxidase fluorescence; Potency, µM (doses to about 76.4 µM), inactives show at the top dose activity change, negative = inhibition, usual class: inhibitors; 300,000 compounds, 0.38% hits; AID 2100;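 further: 0% = full enzyme reaction and -100% = no-enzyme basal signal; the screen sought inhibitors and activators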
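Recombinant human enzyme (4 nM); glycogen substrate; 37 C, 40 min, pH 5.0. Readout: coupled glucose oxidase/Amplex Red fluorescence.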
L3MBTL1 block – L3MBTL1 (human) inhibition; AlphaScreen L3MBTL1–H3K9me1 peptide binding; Potency, µM (series often up to 57.1 µM), inactives show top-dose activity, negative = inhibition, hits mostly inhibitors; 230,000 compounds, 0.66% hits; AID 485360; further: nearly all actives have a fitted effect of over 60% in size
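L3MBTL1 50 nM + b-AHA-H3(1-15)K9me1 75 nM, 30 min RT; compound added, 30 min RT; streptavidin donor/Ni-chelate acceptor beads 10 ug/mL each final, 30 min RT dark; AlphaScreen read.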
RGS12 GoLoco inh – blocks human Gai1 binding to RGS12 GoLoco peptide, red readout; P63096; Gai1:RGS12 GoLoco peptide FP, rhodamine, 10 min; Potency, µM (highest dose often 61.6 µM), for the others: top-dose activity, negative = inhibition, hits mostly inhibitors; 230,000 compounds, 0.44% hits; active means well fitted inhibition curve with a large enough effect, not every such curve was filed as active; inactive means no such curve, though single readings can be large or run the other way; further: nearly all actives have a fitted effect of over 30% in size; many of its hits are not listed in these tables
Target sequence (P63096 whole entry, looked up): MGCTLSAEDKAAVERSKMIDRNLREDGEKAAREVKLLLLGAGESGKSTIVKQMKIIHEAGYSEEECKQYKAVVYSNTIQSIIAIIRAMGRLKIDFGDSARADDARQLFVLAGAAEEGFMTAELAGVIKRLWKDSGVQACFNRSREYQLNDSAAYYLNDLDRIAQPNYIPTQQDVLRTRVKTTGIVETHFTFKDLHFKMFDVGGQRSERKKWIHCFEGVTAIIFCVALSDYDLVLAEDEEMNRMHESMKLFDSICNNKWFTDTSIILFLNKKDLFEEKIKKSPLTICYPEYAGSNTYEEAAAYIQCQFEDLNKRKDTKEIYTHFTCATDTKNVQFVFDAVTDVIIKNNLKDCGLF
GAA inh – inhibitors of human lysosomal alpha-glucosidase; P10253; purified human GAA, 4-MU-alpha-glucoside fluorescence; Potency, µM (doses to about 76.9 µM), inactives show top-dose activity change, negative = inhibition, most hits filed as inhibitors; 200,000 compounds, 0.005% hits;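 further: plate controls were uninhibited enzyme wells for no effect and no-enzyme background for full effect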
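Human enzyme at 4 nM with 400 uM 4-methylumbelliferyl-alpha-D-pyranoside, citrate/phosphate buffer pH 5.0, 0.005% Tween-20, 20 min at room temperature. Compounds up to 77 uM. 4-MU fluorescence (Ex 365/Em 440) read after NaOH/glycine stop; AC50 from Hill fit.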
RECQ1 helicase – inhibitors of human RECQ1 DNA helicase. P46063. RECQ1 DNA unwinding, red fluorescence kinetic read. Potency, µM (top dose mostly 57.3 µM), for inactives: at the top dose activity, negative = inhibition, hits mostly inhibitors. 240,000 compounds, 0.54% hits. AID 2549;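 further: plate controls were vehicle for no effect and no enzyme for full effect; nearly all actives have a fitted effect of over 30% in size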
Target sequence (P46063 whole entry, looked up): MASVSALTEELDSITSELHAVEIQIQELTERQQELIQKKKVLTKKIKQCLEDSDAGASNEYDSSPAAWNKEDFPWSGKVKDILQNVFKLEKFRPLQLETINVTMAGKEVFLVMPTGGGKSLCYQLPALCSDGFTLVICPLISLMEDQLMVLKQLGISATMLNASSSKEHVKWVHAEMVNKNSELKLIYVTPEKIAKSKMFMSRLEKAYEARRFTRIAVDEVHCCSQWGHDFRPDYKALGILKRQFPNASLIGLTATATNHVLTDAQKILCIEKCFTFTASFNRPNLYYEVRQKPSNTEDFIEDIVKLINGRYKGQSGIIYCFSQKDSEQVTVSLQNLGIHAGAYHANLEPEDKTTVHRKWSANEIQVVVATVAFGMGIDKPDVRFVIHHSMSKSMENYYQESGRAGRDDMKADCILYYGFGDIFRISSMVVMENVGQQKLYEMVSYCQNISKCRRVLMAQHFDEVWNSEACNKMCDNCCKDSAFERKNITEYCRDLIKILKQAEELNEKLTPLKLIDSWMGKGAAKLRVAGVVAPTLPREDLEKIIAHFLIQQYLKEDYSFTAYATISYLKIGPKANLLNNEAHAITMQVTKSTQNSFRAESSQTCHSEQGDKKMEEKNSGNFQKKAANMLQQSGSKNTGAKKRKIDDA
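50 nM RECQ1T1 preincubated 15 min with compound in Tris pH 8.0 buffer with MgCl2, DTT, Tween-20 and 2.5 ug/ml poly(dI-dC); started with 200 nM TAMRA/BHQ-2 forked duplex and 2 mM ATP. Unwinding read as fluorescence (525/598 nm), two reads 2 h apart.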
aGlu spleen mod – lysosomal alpha-glucosidase (human) modulation; P10253; human spleen homogenate, 4-MU-alpha-glucoside fluorescence; Potency, µM (highest dose often 79.9 µM), without a hit: at the top dose activity change, negative = inhibition, actives largely listed as inhibitors; 240,000 compounds, 0.006% hits; AID 2112;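 further: 0% = enzyme with vehicle and -100% = no enzyme basal signal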
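Human spleen homogenate (1 ug) incubated with compounds and 1 mM 4-methylumbelliferyl-alpha-D-glucopyranoside in pH 5.0 citrate/phosphate buffer, 37 C, 40 min. Stopped at pH 10; 4-MU fluorescence (Ex 365/Em 440 nm); AC50 by Hill fit.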
TRb-SRC2 inh – TRbeta-SRC2 interaction inhibition; Potency, µM (titrated, usually from 106 µM), without a hit: at the highest dose activity change, negative = inhibition, actives largely listed as inhibitors; TRbeta-SRC2 peptide binding, fluorescence polarization; receptor liganded with 1 µM T3; P10828; 280,000 compounds, 0.065% hits;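 further: plate controls were bound peptide for no effect and peptide without receptor for full effect; nearly all actives have a fitted effect of over 50% in size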
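Decrease in fluorescence polarization of 20 nM Texas Red SRC2 coactivator peptide flagged inhibition of its binding to 0.6 uM TRb LBD; 1 uM T3 included, incubation 5 hr, ex 555/em 632 nm.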
TexasRed fluor – alters Texas Red total fluorescence, flagging assay interference; 280,000 compounds, 0.29% hits; AID 1479; TRb/SRC2 Texas Red total fluorescence interference; Potency, µM (doses to about 106 µM), for the others: top-dose fluorescence change, negative = quenching; active means well fitted curve in either direction with a large enough effect; inconclusive means small, poorly fitted or top-dose-only effect
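Human TRb ligand-binding domain at 0.6 uM with 20 nM Texas Red SRC2 peptide in Tris buffer containing 1 uM T3 and 5% DMSO, incubated with compound 5 h at ambient temperature. Total fluorescence (555/632 nm) calculated as parallel + 2 × perpendicular.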
Active calls of the source: *; i = inactive; ? = inconclusive; nt = no result given; [ ] = remark or other dose. Unless noted, the call rests on the fitted dose curve; in most records, active means well fitted curve in the direction sought with a large enough effect; inconclusive means small, poorly fitted or top-dose-only effect, or another doubt; inactive means no such curve, though single readings can be large; an effect the other way counts as inactive or inconclusive. Unless noted, on the % scale 0 is the no-effect control and ±100 the full control effect; potency means the concentration at half of the fitted maximal effect. These rows are one share of the data. The share of hits here may be higher or lower than overall.

SMILES	GAA glycogen	L3MBTL1 block	RGS12 GoLoco inh	GAA inh	RECQ1 helicase	aGlu spleen mod	TRb-SRC2 inh	TexasRed fluor
CCOc1ccc(N2C(=O)/C(=C/c3cccs3)N(CC(=O)OC)C2=S)cc1	-1.6%	-2.6%	3.5%	?	-0.4%	-5.9%	5.5%	1.4%
C=CCNC(=O)/C=C/c1c(F)cccc1Cl	-6.5%	1.8%	9.1%	0.7%	-4.6%	4.1%	4.2%	3.6%
O=C(CCNS(=O)(=O)c1cccc2nonc12)NC1CCCCC1	0.4%	7.6%	6.7%	5.9%	-10.2%	3.2%	-8.7%	-1.0%
OCC1OC(n2cnc3c(Cl)ncnc32)C(O)C1O (centres undefined)	nt	nt	-1.6%	nt	-11.3%	-10.1%	-3.0%	0.4%
COc1ccc(Cl)cc1NC(=O)N1CCN(CCc2ccccc2)CC1	-2.2%	-2.3%	5.1%	-6.1%	-2.8%	-11.7%	-4.2%	-4.2%
O=C(O)CCc1ccc(-c2ccc(F)cc2)n1CCC(=O)O	5.9%	-7.9%	-2.3%	-5.8%	1.4%	-7.6%	-2.5%	-1.8%
O=C(Nc1cc(C(=O)N2CCCC2)ccc1N1CCCC1)c1ccccc1F	-15.2%	nt	6.4%	-0.3%	-5.7%	-7.1%	-13.4%	-1.3%
O=C(CCC(=O)Nc1cccc2ccccc12)N/N=C/c1ccco1	6.4%	5.2%	0.4%	-1.7%	-7.3%	1.6%	-4.7%	-0.4%
Oc1ccc(N=Cc2ccc(-c3cccs3)s2)cc1	-22.7%	?	-25.5%	?	6.31µM*	?	31.6µM*	9.4%
Cc1ccccc1CSc1ccc2nnc(-c3ccccn3)n2n1	-20.0%	?	9.8%	-3.1%	-4.8%	nt	3.4%	-2.4%
CC1=NN(c2ccccc2)C(=O)/C1=C/c1ccc[nH]1	3.3%	?	4.3%	-6.9%	-8.6%	-6.6%	0.4%	-2.2%
Cc1ccc(-c2cn(-c3ccc(SC(F)F)cc3)c3[n+]2CCC3)cc1	11.7%	2.4%	9.7%	-3.6%	-6.9%	-2.8%	8.1%	2.4%
CCc1nnc(NS(=O)(=O)c2ccc(NC(=O)c3ccccc3C)cc2)s1	7.3%	nt	2.9%	-10.6%	3.7%	-17.3%	-3.3%	-0.8%
O=C(OC1Cc2c(O)cc(O)cc2OC1c1cc(O)c(O)c(O)c1-c1c(C2Oc3cc(O)cc(O)c3CC2OC(=O)c2cc(O)c(O)c(O)c2)cc(O)c(O)c1O)c1cc(O)c(O)c(O)c1 (centres undefined)	nt	nt	24.9%	nt	4.47µM*	-7.5%	5.6%	-28.2%
COC(=O)c1ccccc1NC(=O)C1CCCC1	-1.2%	12.6%	-8.9%	-6.5%	-7.8%	-3.9%	-3.3%	5.4%
O=C1CC(c2ccccc2)CC(=O)N1c1ccccc1	0.0%	4.4%	7.8%	nt	-3.6%	13.1%	-1.5%	-7.2%
CCNC(=O)O/N=C(\C)c1sc(-c2ccccc2)nc1C	-14.2%	-9.5%	-3.5%	5.2%	-4.1%	-2.1%	4.7%	-1.4%
CC(=O)c1ccccc1OC(=O)c1ccc([N+](=O)[O-])o1	3.8%	-7.0%	1.2%	nt	i	0.1%	-3.2%	-0.1%
Fc1ccc(C(c2nnnn2C2CCCC2)N2CCN(Cc3ccccc3)CC2)cc1 (centres undefined)	11.5%	-0.5%	nt	-14.9%	-5.7%	6.7%	3.6%	1.1%
Nc1nc(SCCN2C(=O)c3ccccc3C2=O)n[nH]1	29.2%	nt	-3.1%	-2.5%	i	3.8%	-0.1%	-4.5%
COc1ccc(OCC(O)CN(C)C(=O)/C=C/c2cccc([N+](=O)[O-])c2)cc1 (centres undefined)	6.0%	-9.8%	7.8%	12.9%	i	9.3%	3.7%	-1.3%
Cc1cc(=O)n(C)c2ccccc12	-8.7%	8.4%	-3.7%	-8.1%	i	-10.8%	-1.1%	-4.2%
O=c1c[n+]([O-])c2ccccc2n1OCc1ccccn1	2.4%	nt	18.1%	-3.1%	-1.1%	-13.2%	-2.9%	-2.7%
CC(C)CN(C(=O)COC(=O)c1c(Cl)ccc(Cl)c1Cl)C1CCS(=O)(=O)C1 (centres undefined)	3.2%	8.9%	12.8%	1.0%	4.5%	nt	4.0%	-0.1%
COC(=O)c1sc2ncccc2c1OCc1ccc(Cl)cc1Cl	-10.9%	-3.4%	1.6%	-12.6%	-5.5%	1.6%	-0.5%	-0.5%
SMILES	GAA glycogen	L3MBTL1 block	RGS12 GoLoco inh	GAA inh	RECQ1 helicase	aGlu spleen mod	TRb-SRC2 inh	TexasRed fluor
O=C1c2ccccc2-c2cccc(C(=O)N3CCN(C(=O)c4ccccc4)CC3)c21	-15.9%	-1.8%	4.5%	8.2%	i	-8.5%	-3.6%	-4.1%
CC1=NN(C(=O)Cc2ccc([N+](=O)[O-])cc2)C(O)(c2ccccc2)C1 (centres undefined)	-9.0%	nt	13.2%	-6.4%	i	-4.3%	-1.5%	-3.2%
O=C(CCCCCC(=O)N(CCO)CCO)N(CCO)CCO	4.6%	-3.9%	-1.9%	-1.7%	i	1.8%	-8.1%	-3.0%
CCOc1ccc(-n2c(=O)c3c4c(sc3n(CC(=O)NCC3CCCO3)c2=O)CCCC4)cc1 (centres undefined)	-2.5%	21.6%	-7.8%	4.2%	-1.2%	0.0%	-0.1%	-1.5%
COc1ccc(N2C(=O)N(Cc3cccc(F)c3)c3ccccc3S2(=O)=O)cc1	-12.1%	6.1%	5.7%	?	-15.8%	nt	2.0%	0.7%
Cc1ccc(NC(=O)C2=CCN(S(=O)(=O)c3ccc(F)cc3)CC2)cc1	-15.1%	2.8%	-0.7%	-7.7%	i	-0.6%	2.9%	1.2%
CC(C)=CCC/C(C)=C/CCC(C)NCCN1CCNCC1 (centres undefined)	1.8%	3.8%	-9.0%	-3.1%	?	-7.0%	9.8%	1.3%
C=CCOc1ccc2c(=O)n(C)c3ccccc3c2c1	nt	nt	nt	nt	1.1%	-11.2%	7.7%	1.0%
CN(C)CCCSC(=N)N	nt	nt	-1.8%	nt	0.6%	4.7%	14.2%	-2.1%
O=[N+]([O-])c1cccc(/C=C/c2nc[nH]c2[N+](=O)[O-])c1	-5.4%	9.5%	40.5%[activator]	-10.0%	i	-3.3%	1.1%	-0.5%
O=C(CN1CCN(C(=O)c2ccco2)CC1)N1CCc2[nH]c3ccccc3c2C1	26.2%	-0.5%	-2.7%	-8.1%	3.5%	1.1%	-1.2%	1.0%
CSc1ccc(CN(C)CC(=O)Nc2ccc(NC(C)=O)cc2)cc1	4.6%	nt	2.8%	2.2%	-1.9%	7.8%	1.8%	-0.4%
OCC1(CCc2ccccc2)CCN(Cc2ccccc2Cl)CC1	-3.0%	7.6%	-1.9%	?	i	2.0%	-6.4%	-1.9%
O=[N+]([O-])c1ccc2n[nH]nc2c1	1.0%	nt	6.5%	6.1%	-8.1%	-4.2%	2.3%	-1.1%
COc1ccc(NC(=O)c2ccc3c(c2)C(=O)N(Cc2cccnc2)C3=O)cc1	1.7%	0.9%	-0.1%	-2.0%	-5.2%	-3.7%	-10.2%	-1.3%
COc1cc(OC)c2c(-c3ccccc3)cc(=O)oc2c1C(CCN1CCOCC1)c1ccc2c(c1)OCO2 (centres undefined)	nt	-13.8%	1.4%	nt	-8.4%	1.4%	-3.0%	-5.1%
CCOC(=O)CCCCCN(Cc1ccccc1)S(=O)(=O)c1ccc([N+](=O)[O-])cc1	-2.3%	-9.7%	-5.2%	-7.2%	-16.5%	6.8%	-6.4%	-4.1%
COc1ccccc1CNC(=O)c1cccc(N(C)C)c1	-19.2%	nt	-2.2%	0.4%	-11.3%	-7.9%	-1.7%	-1.3%
CC1(C)CC(=O)CC(C)(C)N1OC(=O)c1ccncc1	-1.9%	2.2%	-3.5%	?	i	-3.3%	-6.0%	0.2%
CCOc1cc(S(=O)(=O)NC2CC(C)(C)NC(C)(C)C2)ccc1F	2.2%	1.7%	1.4%	-13.6%	i	-2.0%	2.7%	2.1%
CN1CCN(C(=O)c2ccccc2-c2nc(-c3ccc(Cl)cc3)no2)CC1	-16.0%	nt	3.8%	-6.8%	i	-1.2%	-2.6%	-3.0%
COc1ccc(CCNC(=O)COC(=O)c2ccc(N3CCCC3=O)cc2)cc1OC	-7.6%	1.3%	5.5%	3.4%	-4.4%	1.1%	-2.5%	-1.8%

Shown with bars between the fields: part of the list above.
SMILES | GAA glycogen | L3MBTL1 block | RGS12 GoLoco inh | GAA inh | RECQ1 helicase | aGlu spleen mod | TRb-SRC2 inh | TexasRed fluor
O=C1CC(c2ccccc2)CC(=O)N1c1ccccc1 | 0.0% | 4.4% | 7.8% | nt | -3.6% | 13.1% | -1.5% | -7.2%
CCNC(=O)O/N=C(\C)c1sc(-c2ccccc2)nc1C | -14.2% | -9.5% | -3.5% | 5.2% | -4.1% | -2.1% | 4.7% | -1.4%

By substructure, those above with an NH in an aromatic ring
SMILES	GAA glycogen	L3MBTL1 block	RGS12 GoLoco inh	GAA inh	RECQ1 helicase	aGlu spleen mod	TRb-SRC2 inh	TexasRed fluor
CC1=NN(c2ccccc2)C(=O)/C1=C/c1ccc[nH]1	3.3%	?	4.3%	-6.9%	-8.6%	-6.6%	0.4%	-2.2%
Nc1nc(SCCN2C(=O)c3ccccc3C2=O)n[nH]1	29.2%	nt	-3.1%	-2.5%	i	3.8%	-0.1%	-4.5%
O=[N+]([O-])c1cccc(/C=C/c2nc[nH]c2[N+](=O)[O-])c1	-5.4%	9.5%	40.5%[activator]	-10.0%	i	-3.3%	1.1%	-0.5%
O=C(CN1CCN(C(=O)c2ccco2)CC1)N1CCc2[nH]c3ccccc3c2C1	26.2%	-0.5%	-2.7%	-8.1%	3.5%	1.1%	-1.2%	1.0%
O=[N+]([O-])c1ccc2n[nH]nc2c1	1.0%	nt	6.5%	6.1%	-8.1%	-4.2%	2.3%	-1.1%
